# ERG-DNA inh = blocks human ERG Ets domain binding to DNA; P11308; fluorescence polarization, His-ERG Ets domain / labelled DNA; Potency, µM (top dose mostly 76.9 µM), for the others: top-dose FP activity, negative = inhibition, hits mostly inhibitors; 370,000 tested, 0.028% active; AID 624246; active means well fitted inhibition curve with a large enough effect in the polarisation, with a control signal flat; inconclusive means small, poorly fitted or top-dose-only effect, or effect the other way, or a change in a side signal; inactive means no such curve, though single readings can be large or run the other way; the % refers to the polarisation;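 further: polarization taken with two DNA probes labelled with fluorescein and Texas red; potency means the concentration at half of the fitted maximal effect; % of control where 0% means no effect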
#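 His-tagged ERG Ets domain (1 uM in the protein solution; 300mM KCl, 50mM Tris-HCl, 1mM EDTA, 1mM DTT, pH 7.5) received compound, then a probe mix of 5 nM fluorescein-DNA and 100nM Texas-615-DNA. Fluorescence polarization was read for both dyes.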
# 12-LOX inh = ALOX12 (human) lipoxygenase inhibition; Potency, µM (doses to about 108 µM), inactives show top-dose activity change, negative = inhibition, hits mostly inhibitors; AID 1671190; P18054; purified 12hLO, xylenol orange hydroperoxide absorbance; 580,000 tested, 1.1% active; further: potency means the concentration at half of the fitted maximal effect; on the % scale 0 is the no-effect control and ±100 the full control effect
#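 Hydroperoxide product was detected by ferrous iron/xylenol orange as the 573 to 405 nm absorbance ratio. Arachidonic acid at 40 uM (final) was turned over for 30 min at room temperature by 150 nM human 12hLO, pH 7.0 Hepes buffer, after 15 min compound preincubation.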
# Pol beta inh = blocks human DNA polymerase beta activity; P06746; Pol beta primer extension/strand displacement, fluorescence kinetic; Potency, µM (series often up to 114 µM), without a hit: top-dose activity change, negative = inhibition, most hits filed as inhibitors; 340,000 tested, 1.3% active; AID 485314; further: potency means the concentration at half of the fitted maximal effect; on the % scale 0 is the no-effect control and ±100 the full control effect
#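 Reaction started by 50 nM substrate onto compound-treated Pol beta (10 nM, 15 min preincubation, room temperature); plates read at 0 min and 10 min. Normalized concentration-effect data fitted by four-parameter Hill equation.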
# BLM inh = blocks DNA unwinding by human BLM helicase; P54132; recombinant BLM DNA unwinding, fluorescence dequenching; Potency, µM (top dose mostly 56.1 µM), for inactives: at the highest dose activity change, negative = inhibition, hits mostly inhibitors; 350,000 tested, 0.2% active; AID 2528;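 further: potency means the concentration at half of the fitted maximal effect; plate controls were vehicle for no effect and no enzyme for full effect; nearly all actives have a fitted effect of over 35% in size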
# TRHR agonist = agonists of human TRH receptor; P34981; TRHR cells, calcium flux fluo-8, FDSS agonist mode; activation, % at 2 µM; 360,000 tested, 0.18% active; in the data active means activation above about 30%; further: 0% is about no effect
#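 Fluo-8-loaded TRHR cells; 10 s baseline, compound added, kinetic Ca2+ fluorescence read 1/s, agonist mode.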
# POLI inh = DNA polymerase iota (human) inhibition; Q9UNA4; Pol iota fluorescent replication assay, 10 min; Potency, µM (highest dose often 115 µM), without a hit: at the highest dose activity, negative = inhibition, most hits filed as inhibitors; 390,000 tested, 1% active; AID 588590; further: potency means the concentration at half of the fitted maximal effect
#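 Pol iota at 10 nM preincubated 15 min with compounds at room temperature; reaction started with fluorescent substrate, 50 nM final. Fluorescence read kinetically at 0 and 10 min; buffer-only wells as negative control.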
# Apoferritin bind = binds horse apoferritin like a general anesthetic. P02791. AID 485281. apoferritin/1-aminoanthracene competitive binding, fluorescence. 350,000 tested, 0.074% active. Potency, µM (titrated, usually from 77.5 µM), inactives show at the top dose activity change, negative = displacement, hits mostly inhibitors; further: potency means the concentration at half of the fitted maximal effect; on the % scale 0 is the no-effect control and ±100 the full control effect; nearly all actives have a fitted effect of over 20% in size
# Target sequence (P02791 2-175 limits assumed): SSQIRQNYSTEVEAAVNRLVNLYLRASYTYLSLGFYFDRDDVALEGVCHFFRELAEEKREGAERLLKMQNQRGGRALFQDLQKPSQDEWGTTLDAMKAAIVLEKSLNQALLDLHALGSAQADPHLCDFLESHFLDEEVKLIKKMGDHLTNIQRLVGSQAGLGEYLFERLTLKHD
#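 10 uM apoferritin + 50% sat. 1-AMA, PBS; cpd 10 min RT; Ex380/Em535 endpoint; normalized to free probe vs complex; 4-param Hill fit; propofol titration as pos. ctrl.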
# POLK inh = DNA polymerase kappa (human) inhibition. Potency, µM (highest dose often 107 µM), for the others: top-dose activity, negative = inhibition, most hits filed as inhibitors. purified Pol kappa, fluorescent DNA synthesis assay, 10 min. 400,000 tested, 0.53% active. Q9UBT6. AID 588579; further: potency means the concentration at half of the fitted maximal effect; on the % scale 0 is the no-effect control and ±100 the full control effect
# Target sequence (Q9UBT6 whole entry, looked up): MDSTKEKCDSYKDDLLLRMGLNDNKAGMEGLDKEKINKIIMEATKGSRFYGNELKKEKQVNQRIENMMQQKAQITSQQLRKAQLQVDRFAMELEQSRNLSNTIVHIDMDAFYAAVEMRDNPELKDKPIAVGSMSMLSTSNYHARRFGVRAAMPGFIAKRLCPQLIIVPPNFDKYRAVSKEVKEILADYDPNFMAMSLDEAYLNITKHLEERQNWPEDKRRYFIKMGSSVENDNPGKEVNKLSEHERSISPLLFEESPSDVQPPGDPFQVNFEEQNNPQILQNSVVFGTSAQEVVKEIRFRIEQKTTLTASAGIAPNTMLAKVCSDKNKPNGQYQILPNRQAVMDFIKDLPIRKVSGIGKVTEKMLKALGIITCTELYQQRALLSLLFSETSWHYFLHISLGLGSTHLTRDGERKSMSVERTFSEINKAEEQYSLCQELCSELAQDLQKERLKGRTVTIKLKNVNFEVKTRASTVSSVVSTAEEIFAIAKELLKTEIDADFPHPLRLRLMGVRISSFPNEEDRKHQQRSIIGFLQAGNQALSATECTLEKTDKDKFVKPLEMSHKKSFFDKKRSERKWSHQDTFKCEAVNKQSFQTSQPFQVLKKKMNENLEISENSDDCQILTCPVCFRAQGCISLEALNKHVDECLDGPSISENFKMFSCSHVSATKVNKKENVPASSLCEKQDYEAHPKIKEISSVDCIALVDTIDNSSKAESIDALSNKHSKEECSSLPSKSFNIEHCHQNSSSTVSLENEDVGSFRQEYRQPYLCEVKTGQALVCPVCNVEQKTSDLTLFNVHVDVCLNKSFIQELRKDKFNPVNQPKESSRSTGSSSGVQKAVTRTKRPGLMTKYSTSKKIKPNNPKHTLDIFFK
#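 First, compounds were pin-transferred onto 10 nM Pol kappa. After 15 min at room temperature, substrate was added to 50 nM final. Fluorescence was then measured kinetically at 0 and 10 min.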
# APE1 inh = APE1 (human) endonuclease inhibition; recombinant APE1, TAMRA/BHQ-2 abasic DNA cleavage fluorescence; 350,000 tested, 0.35% active; Potency, µM (titrated, usually from 65.8 µM), for inactives: top-dose activity change, negative = inhibition, actives largely listed as inhibitors; P27695;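 further: potency means the concentration at half of the fitted maximal effect; plate controls were vehicle for no effect and reference inhibitor for full effect; nearly all actives have a fitted effect of over 55% in size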
#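 Step 1: APE1 (0.75 nM) with compound, 15 min RT. Step 2: add 50 nM fluorophore/quencher THF duplex. Step 3: three fluorescence reads 60 s apart (525/598 nm); read 3 minus read 1 = reaction progress.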
# An asterisk follows results filed as active; i = inactive; ? = inconclusive; · = not tested or not shown; & = joins results of further samples; [ ] = remark or other dose. Unless noted, the call rests on the fitted dose curve; in most records, active means well fitted curve in the direction sought with a large enough effect; inconclusive means small, poorly fitted or top-dose-only effect, or another doubt; inactive means no such curve, though single readings can be large; an effect the other way counts as inactive or inconclusive. Not all compounds are listed. The share of hits here may be higher or lower than overall.
nr	canonical_smiles	ERG-DNA inh	12-LOX inh	Pol beta inh	BLM inh	TRHR agonist	POLI inh	Apoferritin bind	POLK inh	APE1 inh
1	CC(=O)Nc1ccc(S(=O)(=O)Nc2nc(CN3CCOCC3)nc3sc4c(c23)CCCC4)cc1	2%	-3%	-1%	-8%	0.7	-4%	-9%	-3%	-2%
2	COc1cccc(CNC(=O)Cn2nc(-c3ccc(C)cc3)ccc2=O)c1	5%	-21%	9%	-3%	-0.9	12%	?	-5%[60.1 µM]	·
3	Cc1cccc(Cn2c(=O)n(CCC(=O)NCCc3ccc(Cl)cc3)c(=O)c3sccc32)c1	-14%	9%&-13%	-27%	-7%	-0.5	0%	0%	-15%	·
4	CCOC(=O)NCCOC(=O)Nc1ccc(Cl)cc1	6%	1%	11%	1%	-0.4	-8%	-2%	6%	8%
5	COC(=O)c1ccc(COC(=O)c2cccn2C)o1	-4%	?	16%	-3%	-0.5	-6%	4%	5%	17%
6	COCCCNC(=O)C1CCC(CNS(=O)(=O)c2ccc3c(c2)N(C(C)=O)CCO3)CC1 (centres undefined)	0%	-10%	3%	2%	0.2	-8%	-2%	-16%	-2%
7	CCn1nc(C)cc1C(=O)N1CCc2c([nH]c3ccccc23)C1c1cc(F)ccc1F (centres undefined)	3%	2%	?	-13%	0.3	46%[activator]	-5%	-14%	-8%
8	CC1CCCN(CCCOc2ccc(Cl)cc2Br)C1 (centres undefined)	-9%	?	10%	15%	1.1	16%	-3%	-11%	2%
9	CCc1ccccc1Nc1nn2c(=O)c3ccc(C(=O)Nc4cc(C)cc(C)c4)cc3nc2s1	8%	-14%	2%	-10%	0.1	11%	-2%	1%	·
10	O=Cc1c[nH]c2ccc(C(=O)c3ccccc3)cc12	1%	-80%	1%	-16%	-2.2	43%[activator]	?	-2%	57%[activator]
11	COc1ccc(NC(=O)CCc2nnc3n(CC(C)C)c(=O)c4ccccc4n23)cc1OC	1%	-1%	0%	-7%	-0.4	47%[activator]	7%	-15%	·
12	Cc1ccccc1S(=O)(=O)Cc1ccc(C(=O)NCCN(CC(C)C)CC(C)C)o1	9%	8%&-3%	-7%	-3%	-0.7	?	-4%	-14%	52%[activator]
13	O=c1c(C(c2ccccc2)c2c(O)nc3n(c2=O)CCCS3)c(O)nc2n1CCCS2	4%	2%	-31%	-4%	-0.9	?	-3%	-5%	-3%
14	CN(C(=O)c1nc(-c2cccc(F)c2)n2c1CCCCC2)c1ccccc1F	5%	-17%	9%	-3%	-0.4	39%[activator]	21%	2%	·
15	CCOC(=O)c1c(NC(=O)CCS(=O)(=O)c2ccccc2)sc2c1CCN(C)C2	11%	268%[activator]	2%	-1%	0.6	-2%	-8%	5%	8%
16	CCCc1ccc(C(C)NC(=O)c2cnccn2)cc1 (centres undefined)	-12%	-11%	-9%	-1%	0.1	-5%	-10%	-5%	2%
17	COc1ccc(C(C)=O)cc1COc1nc(C)nc2ccccc12	-2%	-5%	-1%	-2%	0.3	101%[activator]	-5%	-7%	-6%
18	CC1CCN(S(=O)(=O)c2ccc(NC(=O)C3CC3)cc2)CC1	7%	-11%	15%	-4%	0.8	43%[activator]	-11%	-14%	13%
19	Cc1ccc(Nc2ncc(C(=O)Nc3ccc(F)cc3F)c3ccccc23)cc1Cl	0%	-12%	-11%	0%	0.5	?	375%[activator]	-18%	·
20	O=C(CSc1nnc(-c2cccs2)n1Cc1ccccc1)NCc1ccc2c(c1)OCO2	-3%	0%	1%	-1%	-0.3	-3%	?	-17%	-4%
21	O=C(/C=C/c1ccccc1[N+](=O)[O-])Nc1cc(S(=O)(=O)N2CCOCC2)ccc1N1CCOCC1	3%	21%	·	·	·	11%	·	-8%	·
22	Cn1c(=O)oc2cc(S(=O)(=O)N3CCCC3)ccc21	-7%	29%	23%	-5%	-0.2	8%	-8%	-3%	0%
23	O=C(O)Cn1ncn(-c2ccc(OC(F)(F)F)cc2)c1=O	3%	-8%	-27%	-1%	0.5	93%[activator]	-2%	-8%	-4%
24	O=S(=O)(Nc1nc(CN2CCOCC2)nc2sc3c(c12)CCCC3)c1cc(F)ccc1F	-7%	-9%	-6%	-8%	0.5	27%	-15%	5%	-8%
25	CCCOC(=O)c1ccc(NC(=O)C(CC)CC)cc1	2%	16%	10%	-2%	0.4	4%	6%	-15%	1%
26	Brc1ccc(-c2nnc(-c3ccccc3)c(N3CCSCC3)n2)cc1	6%	0%	32%	-3%	0.5	-7%	?	-5%	0%
27	Cc1ccc(S(=O)(=O)N2CCN(C(=O)/C=C/c3ccccc3)CC2)cc1C	-9%	-27%	·	·	-0.1	-4%	·	-12%	-11%
28	COc1cc(/C=C/C(=O)OCC(=O)NC(=O)NC(C)(C)C)ccc1O	28%	-7%	2%	-5%	-1.0	5%	-7%	9%	0%
29	CCOC(=O)NC(=O)C(=CNc1ccccc1C)C(=O)NC(=O)OCC	-19%	1%	12%	-2%	0.5	19%	-9%	5%	0%
30	Cc1ccc(NC(=O)Cn2nnc(C(=O)NCc3cccs3)c2N)cc1F	-3%	-25%	0%	-6%	0.4	?	-25%	-1%	-13%

# Structural class, those above with an NH in an aromatic ring (2)
nr	canonical_smiles	ERG-DNA inh	12-LOX inh	Pol beta inh	BLM inh	TRHR agonist	POLI inh	Apoferritin bind	POLK inh	APE1 inh
7	CCn1nc(C)cc1C(=O)N1CCc2c([nH]c3ccccc23)C1c1cc(F)ccc1F (centres undefined)	3%	2%	?	-13%	0.3	46%[activator]	-5%	-14%	-8%
10	O=Cc1c[nH]c2ccc(C(=O)c3ccccc3)cc12	1%	-80%	1%	-16%	-2.2	43%[activator]	?	-2%	57%[activator]

# The listing continues.
nr	canonical_smiles	ERG-DNA inh	12-LOX inh	Pol beta inh	BLM inh	TRHR agonist	POLI inh	Apoferritin bind	POLK inh	APE1 inh
31	Cc1nc2cc3ccccc3cc2s1	-4%	1%	·	·	·	27%	·	4%	·
32	CC(NC(=O)CC(O)(C(F)(F)F)C(F)(F)F)c1ccccc1 (centres undefined)	·	2%[57.4 µM]	-27%	1%	1.4	?	-6%	1%	2%
33	CCCC(=O)c1ccc(N2CCN(C(=O)c3cccs3)CC2)c(F)c1	4%	0%	-27%	-3%	0.0	7%	2%	0%	-8%
34	Cn1cc(-c2ccccc2)cc(C#N)c1=O	5%	-2%	6%	-4%	0.3	63%[activator]	-15%	2%	-4%
35	O=C(/C=C/c1ccc(F)cc1)NC(=S)NNC(=O)[C@H]1C[C@@H]1c1ccccc1	-5%	?	-27%	-2%	0.5	70%[activator]	0%	9%	14%
36	Cc1ccccc1-c1cc(C(=O)O)nn1CC1CC(c2cccc([N+](=O)[O-])c2)=NO1 (centres undefined)	4%	-28%	·	·	-0.3	7%	·	0%	1%
37	NC(=O)c1c(-c2ccccc2)oc2ccc(O)cc12	7%	23%	-10%	0%	-0.8	1%	1%	10%	3%
38	COc1cccc2cc(C(C)=O)c(=O)oc12	-3%	5%	-2%	0%	0.8	27%	-15%	-1%	1%
39	Cc1ccccc1-n1cnnc1SCC(=O)Nc1cccnc1Cl	3%	0%	-5%	-6%	1.5	56%[activator]	4%	-6%	?
40	COCCN(C(=O)COC(=O)Cc1c(C)nc2ccccc2c1C)c1c(N)n(CC(C)C)c(=O)[nH]c1=O	0%	160%[activator]	·	·	·	-18%	·	14%	-2%
41	COc1ccc(Cl)cc1C(=O)NCc1cn(C)nc1C	4%	-17%	20%	1%	0.0	25%	-8%	-17%	-2%
42	COc1ccc(C(C)=O)cc1COc1ccc(Cl)c(C)c1	-2%	?	-8%	-9%	0.5	29%	5%	-10%	-1%
43	CCn1cc(C(=O)Nc2ccc(NC(=O)c3ccco3)cc2)c(=O)c2ccc(C)nc21	7%	-6%	16%	-4%	1.5	88%[activator]	8%	-11%	7%
44	COc1ccc(CCN(C)C2CCCN(C(=O)Cn3cccn3)C2)cc1OC (centres undefined)	2%	8%	32%	-8%	-0.6	?	3%	?	-6%
45	COc1ccccc1OC(=O)Cc1cccc2ccccc12	6%	·	-19%	-14%	-3.1	-10%	-22%	-11%	15%
46	COc1ccc2c(c1)CCN1C2CCN2C(=O)CCC21 (centres undefined)	0%	100%[activator]	4%	-9%	-1.5	24%	-3%	-2%	-5%
47	Clc1ccc(-c2nc3cc(CN4CCCCC4)ccc3o2)cc1	-3%	-7%	4%	1%	0.9	34%[activator]	-3%	-10%	9%
48	COc1ccccc1S(=O)(=O)Cc1ccc(C(=O)N2CCN(c3ccccn3)CC2)o1	0%	·	6%	1%	-0.7	1%	21%	-8%	-2%
49	CCc1ccc(NC(=O)C(Cc2ccccc2)NS(=O)(=O)c2ccc3c(c2)CCN3C(C)=O)cc1 (centres undefined)	1%	-14%	0%	-10%	4.3	-27%	?	-1%	·
50	Clc1nccc(N2CCN(c3ccccc3Cl)CC2)n1	8%	?	·	·	·	-2%	·	-12%	·
51	O=C(NC1CCCCCC1)c1cc2c(=O)n3ccccc3nc2s1	4%	-14%	-1%	0%	-1.3	-17%	169%[activator]	0%	57%[activator]
52	O=C1C=CC(=O)N1c1cccc(-c2ccccc2)c1	1%	?	0%	4%	2.5	?	-2%	-15%	7%
53	O=C(Nc1cccc(F)c1)/C(=C\c1cccnc1)NC(=O)c1ccco1	6%	-3%	-4%	2%	0.7	54%[activator]	-2%	0%	1%
54	Cc1c(NC(=O)C(C)OC(=O)c2ccc([N+](=O)[O-])cc2Cl)c(=O)n(-c2ccccc2)n1C (centres undefined)	0%	-11%	·	·	·	4%	·	-2%	·
55	Cc1nc2c(-c3ccc(F)cc3)cnn2c(N)c1-c1ccccc1	-9%	2%	-14%	?	4.1	-3%	34%[activator]	-9%	37%
56	COc1ccc(N(CC(=O)NC2CC3CCC2C3)S(=O)(=O)c2ccc(C)cc2)cc1 (centres undefined)	9%	i	1%	-9%	-0.6	16%	-5%	-11%	0%
